High-throughput results as filed in PubChem.
NCI-60 one-dose screen, 48 h, at 10 µM unless noted. Numbers give growth in % (100 = growth as untreated, 0 = no growth, -100 = all killed).
HCC-2998 = HCC-2998 colon cancer | 4.7% of 79,000 active
HCT-116 = HCT-116 colon cancer; 7.3% of 82,000 active
HT29 = HT29 colon cancer; 7.4% of 81,000 active; AID 1794748
SW-620 = SW-620 colon cancer. AID 1794795. 5.2% of 82,000 active
SNB-19 = SNB-19 CNS cancer cells; 2.5% of 81,000 active; AID 1794751
HCT-15 = HCT-15 colon cancer; 5.2% of 82,000 active
KM12 = KM12 colon cancer cells. 5% of 82,000 active. AID 1794800
SF-268 = SF-268 CNS cancer cells; 3.1% of 82,000 active
SNB-75 = SNB-75 CNS cancer. 5% of 79,000 active
Numbers without * were called inactive; nt = no result given; & = joins results of further samples. How the source made its calls: active means growth percent below 10; inactive means the rest.

SMILES | HCC-2998 | HCT-116 | HT29 | SW-620 | SNB-19 | HCT-15 | KM12 | SF-268 | SNB-75
c1ccc(COCCN2CCCCC2)cc1 | 99 | 94 | 100 | 101 | 102 | 97 | 103 | 98 | 107
CC(C)Cc1csc(=S)[nH]1 | 123 | 108 | 100 | 110 | 99 | 99 | 106 | 98 | 96
CCOC(=O)C(=CNc1ccccc1Cl)C(=O)OCC | 102 | 98 | 89 | 98 | 97 | 88 | 105 | 94 | 108
Cc1ccnc(NS(=O)(=O)c2ccc(N=Nc3ccc(O)c4ncccc34)cc2)n1 | 116 | 97 | 104 | 103 | 96 | 89 | 101 | 86 | 102
Nc1c(C(=O)Nc2cccc(C(F)(F)F)c2)sc2nc3c(cc12)CCCCC3 | 47 | -7.8* | 21 | 58 | 45 | 51 | 36 | 26 | -38*
O=[N+]([O-])c1cccc(/C=C\C=C\c2ccccc2)c1 | nt | 85 | 86 | 71 | 99 | 88 | 87 | 107 | 97
CCC(C)(C)C(=O)O[C@H]1C[C@@H](C)C=C2C=C[C@H](C)[C@H](CC[C@@H]3C[C@@H](O)CC(=O)O3)[C@H]21 | 72 | 20 | 77 | 61 | nt | 55 | 91 | 33 | 14
O=C(Nc1ccc2ncsc2c1)c1csc(Nc2ccc3[nH]ncc3c2)n1 | 72 | 47 | 19 | 21 | 41 | 26 | 31 | 56 | 22
C=CCC(C(=O)OCC)(C(=O)OCC)C(C)CCC (stereo not drawn) | 88 | 102 | 80 | 88 | 102 | 97 | 112 | 99 | 108
CS(=O)(=O)Nc1cccc(-c2ccc3ncnc(Nc4cncc(Cl)c4)c3c2)c1 | 39 | 30 | 5.0* | 33 | 51 | 16 | 33 | 42 | 20
NC(N)=N/N=C/c1ccc(O)c(S(=O)(=O)O)c1 | 100 | 102 | 104 | 104 | 106 | 106 | 101 | nt | 92
CC(C)OC(=O)[C@H](C)N[P@](=O)(OCC1=CC[C@H](n2ccc(=O)[nH]c2=O)O1)Oc1ccccc1 | 110 | 102 | 102 | 109 | 95 | 109 | 110 | 102 | 81
CCN(CC)CCOC(=O)c1cc(OCc2ccccc2)c(OCc2ccccc2)c(OCc2ccccc2)c1 | 54 | 24 | 7.1* | 20 | 57 | 13 | 41 | 59 | 72
COc1cc2oc(-c3cccc(C(=O)N[C@H](C(=O)OC(C)(C)C)C(C)C)c3)cc(=O)c2c(OC)c1OC | 84 | 69 | 93 | 90 | 84 | 37 | 78 | 91 | 98
O=c1cc(CO)occ1O | nt | 109 | 119 | 112 | 108 | 112 | 113 | 111 | 89
CCOC(=O)C(Nc1ccccc1)c1ccc(N)cc1 (stereo not drawn) | 97 | 83 | 85 | 89 | 97 | 74 | 103 | 100 | 72
O=C(CSc1nnc(COc2cnc3ccccc3n2)o1)Nc1cc(Cl)ccc1Cl | nt | 94 | 103 | 103 | 109 | 99 | 107 | 104 | 92
OCCN(CCO)C(=S)S | 113 | 109 | 113 | 106 | nt | 104 | 107 | nt | 129
O=C(CCCN1CC=C(n2c(=O)[nH]c3ccccc32)CC1)c1ccc(F)cc1 | 103&106 | 88&100 | 94&103 | 106&100 | nt | 92&99 | 107&99 | nt | nt
O=C(CSc1ccc(Cl)cc1)NC(O)C(Cl)(Cl)Cl (stereo not drawn) | 106 | 110 | 113 | 104 | 105 | 110 | 114 | 102 | 105
COc1nc2c(ccc3c2cnn3-c2ccc(Cl)cc2)cc1S(=O)(=O)c1ccccc1 | 102 | 45 | 72 | 82 | 61 | 81 | 89 | 60 | 28
COc1cccc(-c2nc3sccn3c2-c2ccnc(NCCCNS(=O)(=O)c3cccc(Cl)c3)c2)c1 | 82 | 34 | 54 | 68 | 66 | 29 | 65 | 52 | 52
COc1cc2nc(-c3ccc(C(F)(F)F)cc3)cc(OCCN3CCCCC3)c2cc1OC | 77 | 46 | 46 | 99 | 91 | 44 | 80 | 76 | 54
COc1ccc(/C=C/C(=O)c2ccc(NC(=O)CSc3nnc(-c4ccc5nc(-c6ccc(OC)cc6)[nH]c5c4)o3)cc2)cc1 | 115 | 101 | 102 | 98 | 96 | 96 | 96 | 95 | 117
N#Cc1c(NN)n(C2OC(CO)C(O)C2O)c2ncnc(N)c12 (stereo not drawn) | -9.4* | 2.1* | 4.1* | -16* | 55 | 3.2* | 1.9* | 15 | 35
O=c1[nH]c(=S)[nH]c2sc3c(c12)CCC1(C3)OCCO1 | 97 | 91 | 95 | 92 | 106 | 99 | 96 | 99 | 72
O=C1CC(C(=O)O)C2(CCCCC2)O1 (stereo not drawn) | 110 | 103 | 109 | 103 | 115 | 106 | 109 | 104 | 88
Nc1nc(S)cc(=S)[nH]1 | 101 | 104 | 98 | 109 | nt | 108 | 98 | 95 | 101
CCN(CC)c1ccc2c(cc1=O)[C@@H](NC(C)=O)CCc1cc(OC)c(OC)c(OC)c1-2 | 23 | 3.8* | -26* | 23 | 41 | 30 | 6.0* | 24 | 22
O=C1NC(=S)S/C1=C\N1N=C(c2ccc(F)cc2)CC1c1ccc(F)cc1 (stereo not drawn) | 108 | 101 | 108 | 104 | 95 | 101 | 100 | 99 | 98
CCOC(=O)C(=Cc1ccc2c(c1)OCO2)C(=O)OCC | 103 | 41 | 62 | 56 | 95 | 67 | nt | nt | 69
Cc1ccc(S(=O)(=O)NC(=S)Nc2ccccc2)cc1 | 101 | 110 | 115 | 100 | 102 | 98 | 111 | 117 | 89
COc1ccc2c(c1)c(-c1nc(-c3ccsc3)cs1)cn2C | 117 | 88 | 87 | 101 | 108 | 89 | 98 | 102 | 106
COc1cc2c(cc1OCc1ccccc1)c(=O)ccn2-c1ccc(NC(=O)C2(C(=O)Nc3ccc(F)cc3)CC2)cc1 | 110 | 79 | 88 | 106 | 94 | 80 | 92 | 82 | 82
Cc1cc(C)c2c(Cc3cn4ccc(C)cc4nc3=O)cc(=O)oc2c1 | 93 | 104 | 103 | 100 | 95 | 102 | 101 | 104 | 92
COc1cc2c3c(n(C4CCOCC4)c(=O)c2cc1OC)-c1cc2c(cc1C3=O)OCO2 | 75 | 51 | 48 | 63 | 55 | 81 | 77 | 49 | 56
COCCNC(=O)c1cc2n(n1)C(C(F)(F)F)CC(c1ccc(Cl)c(Cl)c1)N2 (stereo not drawn) | 107 | 100 | 105 | 107 | 98 | 98 | 99 | 110 | 110
COc1ccc(CCNC(=O)c2ccc(Cl)c(Cl)c2)cc1OC | nt | 103 | 105 | 104 | nt | 97 | 109 | 102 | 81
COc1cc(C(=O)/C=C/c2c(-c3ccc(F)cc3)nc3sc(-c4ccccc4)c(-c4ccccc4)n23)cc(OC)c1OC | 108 | 83 | 74 | 105 | 91 | 95 | 114 | 104 | 78
CN(C)C1(Cc2ccccc2)c2ccccc2-c2ccccc21 | 100 | 96 | 92 | 95 | 98 | 104 | nt | 109 | 81
CN(C)c1nc2ccccc2c2c(=O)c3ccccc3sc12 | 105 | 78 | 79 | 91 | 102 | 82 | 79 | 95 | 69
O=c1[nH]c(CCl)nc2c1cnn2-c1ccccc1 | 105 | 95 | 115 | 102 | 96 | 100 | 101 | 100 | 94
CCC1CCCCN1C(=O)OC (stereo not drawn) | 114 | 105 | 99 | nt | 110 | 110 | 111 | 113 | 99
N=C(c1ccccc1)c1ccccc1C(=O)c1ccccc1 | 98 | 97 | 96 | 107 | 105 | 102 | 93 | 101 | 91
Cc1cc(=O)n2[nH]nnc2n1 | 96 | 107 | 99 | 107 | 118 | 98 | 103 | 105 | 91
CSc1nn(-c2ccccc2)c2ncnc(Nc3ccc(C)cc3)c12 | 108 | 75 | 87 | 98 | 94 | 63 | nt | 88 | 83
OC[C@@H](O)[C@H](O)[C@@H](O)[C@H](O)CO | 103 | 104 | 107 | 105 | 93 | 112 | 105 | 102 | 97
OCCc1cccnc1 | 101 | 105 | 107 | 105 | 102 | 108 | 106 | 113 | 91
Oc1ccc(Nc2ccnc3cc(Cl)ccc23)cc1 | 140 | 87 | 56 | 101 | nt | 62 | 98 | 84 | 84
COc1cc(OC)c(C(=O)O)c(OC)c1OC | 92 | 97 | 99 | 110 | 103 | 102 | 99 | 98 | 97

Ordered by molecular weight (smallest number first): part of the list above
SMILES | HCC-2998 | HCT-116 | HT29 | SW-620 | SNB-19 | HCT-15 | KM12 | SF-268 | SNB-75
OCCc1cccnc1 | 101 | 105 | 107 | 105 | 102 | 108 | 106 | 113 | 91
OC[C@@H](O)[C@H](O)[C@@H](O)[C@H](O)CO | 103 | 104 | 107 | 105 | 93 | 112 | 105 | 102 | 97
COc1cc(OC)c(C(=O)O)c(OC)c1OC | 92 | 97 | 99 | 110 | 103 | 102 | 99 | 98 | 97
O=c1[nH]c(CCl)nc2c1cnn2-c1ccccc1 | 105 | 95 | 115 | 102 | 96 | 100 | 101 | 100 | 94
N=C(c1ccccc1)c1ccccc1C(=O)c1ccccc1 | 98 | 97 | 96 | 107 | 105 | 102 | 93 | 101 | 91
CN(C)c1nc2ccccc2c2c(=O)c3ccccc3sc12 | 105 | 78 | 79 | 91 | 102 | 82 | 79 | 95 | 69

(listing goes on)
SMILES | HCC-2998 | HCT-116 | HT29 | SW-620 | SNB-19 | HCT-15 | KM12 | SF-268 | SNB-75
C=CCOc1c(CCC)cc(CCC)cc1C(N)=O | 116 | 95 | 103 | 98 | 91 | 95 | 88 | 105 | 96
CCCCNc1ccc2nnc(C)n2n1 | 106 | 90 | 95 | 97 | 96 | 98 | 94 | 94 | 62
CCOC(=O)N1CCN(c2nc(O)c(/C=C3/C(C(=O)OC)=Nc4ccc(F)cc43)s2)CC1 | 100 | 82 | 102 | 99 | 87 | 82 | 81 | 93 | 70
CCCC(=O)NC(c1ccc2c(c1)OC(F)(F)O2)c1cc(C)c2cccnc2c1O (stereo not drawn) | 53 | 26 | 32 | 30 | 22 | 39 | 21 | 19 | 40
COc1cc(/C=N/Nc2ncnc3c2c(C)nn3-c2ccccc2)ccc1O | 97 | 91 | 100 | 113 | 90 | 54 | 56 | 84 | 55
CCOC(=O)c1c(NC(=O)c2ccccc2)sc2c(O)c(CN(CC)CC)ccc12 | 12 | 7.6* | 2.3* | 20 | 44 | 16 | 2.3* | 4.5* | -26*
Cc1ccc(C(=O)/C(=C/c2ccc([N+](=O)[O-])cc2)SCc2ccc(Cl)cc2)cc1 | 79 | -60* | -23* | -52* | 34 | 8.6* | 45 | 70 | 85
COc1cc2c(c(OC)c1OC)C1(NCC2)C(=O)N(Cc2ccc(C)cc2)c2ccccc21 (stereo not drawn) | 106 | 97 | 102 | 103 | 91 | 108 | 104 | 98 | 88
CCOC(=O)c1ccc(NC(=S)NC(=O)c2cccc(NC(=O)c3ccc(C)cc3)c2)cc1 | 98 | 49 | 83 | 68 | 49 | 75 | 98 | 102 | 73
CC1=C(SCC(=O)O)C(=O)c2ccccc2C1=O | 110 | 47 | 102 | 85 | 110 | 56 | 60 | 99 | 83
Clc1ccc(C2CC(c3ccccc3Cl)=NN2c2ccc(-c3ccccc3)nn2)cc1 (stereo not drawn) | 99 | 94 | 102 | 99 | 100 | 107 | 98 | 92 | 66
OCCCC1CCN(C(Cc2ccccc2)c2ccccc2)CC1 (stereo not drawn) | 94 | 84 | 76 | 107 | 101 | 100 | 95 | 91 | 84
Nc1nc(N)c2nc(CNc3ccc(C(=O)N[C@@H](CCC(=O)O)C(=O)O)c4ccccc34)cnc2n1 | 37 | 20 | 21 | 24 | 39 | 27 | 30 | 28 | 55
O=C1COc2cccnc2N1 | 123 | 113 | 106 | 107 | 97 | 103 | 115 | 133 | 91
Nc1ccccc1-c1ccc(-c2ccc(O)cc2)c2c1[nH]c1ccccc12 | 85 | 36 | 63 | 65 | 83 | 32 | 61 | 57 | 57
Cc1cc2ccccc2c[n+]1CC(O)c1ccccc1 (stereo not drawn) | 118 | 91 | 99 | 99 | 98 | 100 | 99 | 103 | 75
COc1ccc(/C(C#N)=C/c2cc(OC)c(OC)c(OC)c2)cc1 | 72 | 20 | 9.5* | 26 | 66 | 31 | 29 | 62 | nt
CC(=O)OCC1O[C@@H](OC(C)=O)[C@@H](NC(=O)NS(=O)(=O)c2ccc(CCNC(=O)c3ccc(Cl)cc3)cc2)C(OC(C)=O)[C@@H]1OC(C)=O (stereo partly drawn) | 113 | 105 | 106 | 110 | 99 | 97 | 113 | 99 | 93
COc1ccc(-c2nc(SCC(C)C)nc(N/N=C\c3ccc(F)cc3)c2C#N)cc1 | 104 | 60 | 91 | 68 | 81 | 85 | 97 | 87 | 80
COc1cccc(N=Nc2c(O)n(-c3ccc(Cl)cc3)n(-c3ccc(Cl)cc3)c2=O)c1OC | 106 | 92 | 100 | 101 | 92 | 75 | 92 | 94 | 90

The final 2 entries of the section before open the next one:
SMILES | HCC-2998 | HCT-116 | HT29 | SW-620 | SNB-19 | HCT-15 | KM12 | SF-268 | SNB-75
COc1ccc(-c2nc(SCC(C)C)nc(N/N=C\c3ccc(F)cc3)c2C#N)cc1 | 104 | 60 | 91 | 68 | 81 | 85 | 97 | 87 | 80
COc1cccc(N=Nc2c(O)n(-c3ccc(Cl)cc3)n(-c3ccc(Cl)cc3)c2=O)c1OC | 106 | 92 | 100 | 101 | 92 | 75 | 92 | 94 | 90
COc1ccc(OC)c2c(=O)c(C(=O)O)c[nH]c12 | 96 | 95 | 98 | 116 | 103 | 123 | 104 | 106 | 91
C[C@@]1([N+](=O)[O-])CC2CCC1C2 (stereo partly drawn) | 90 | 104 | 96 | 100 | 105 | 99 | 94 | 86 | 104
CC(=O)Nn1cnc2c(=S)nc[nH]c21 | 95 | 93 | 82 | 93 | 101 | 101 | 104 | 99 | 103
O=C(O)c1cn(C2CC2)c2cc(N3CCN(Cn4nc(-c5ccccc5)oc4=S)CC3)c(F)cc2c1=O | 103 | 95 | 112 | 103 | 97 | 98 | 101 | 97 | 96
